Assay outcomes from PubChem BioAssay.
CRFR2-BP ag – agonists of CRF-BP/CRF-R2 complex, primary screen, cell-based, HEK293, calcium dye fluorescence, uHTS; CRF-binding protein / CRF receptor 2 complex (human); calcium dye fluorescence (FLIPR); percent of saturating CRF peptide response; activation, % at 13.2 µM; 350,000 compounds, 0.46% hits; AID 588473, 2011;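 active = activation of at least 50%, plus an integration ratio under a set limit after plate pattern correction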;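 also: plate controls were neutral control wells without compound for no effect and CRF at EC100 for full effect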
IDE cell inh – human IDE inhibitors in live cells, primary screen, fluorescence polarization, HEK cells, FAbetaB substrate | Insulin-degrading enzyme (Homo sapiens), P14735 | FAbetaB cleavage | inhibition, % at 5.59 µM | 320,000 compounds, 0.41% hits;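 active = percent inhibition above the average of all tested compounds plus 3 SD, set per screening campaign, cut at about 16% in these data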;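 also: IDE supplied by intact live HEK cells; FP after avidin binding of uncleaved biotin substrate so inhibition keeps polarization high; 0% = DMSO wells and 100% = 60 µM reference IDE inhibitor Ii1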
IDE act – human IDE activators in live cells, primary screen, fluorescence polarization, HEK cells, FAbeta-B substrate. Insulin-degrading enzyme (Homo sapiens), P14735. AID 493087, 2011. activation, % at 5.96 µM. FAbeta-B cleavage; 0% vehicle, 100% cell-free pure enzyme wells. 340,000 compounds, 0.073% hits;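 active = activation above the mean of all tested compounds plus 3 SD, set per screening campaign, cut at about 17% in these data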
MEKK3 PB1 HTS – modulators of MEKK3-MEK5 PB1 binding, primary screen, biochemical, wildtype MEKK3, multiplex bead flow cytometry, Alexa488-MEK5; Mitogen-activated protein kinase kinase kinase 3 (Homo sapiens), Q99759; bead-based flow cytometry, Alexa488-MEK5 binding to MEKK3; actives lie on both sides; 0 = blocked by unlabeled MEK5, 100 = vehicle; binding response (% of control), % at 10 µM; 290,000 compounds, 1.4% hits; AID 1529, 2009;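 active = binding response more than 3 SD above or below the average of its plate-row segment, actives on both sides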;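 also: Alexa488 bead fluorescence after subtracting the streptavidin-only scavenger bead signal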
M4 PAM – human M4 muscarinic receptor positive allosteric modulators, primary screen, CHO-K1 cells, Fluo-8 calcium fluorescence; 360,000 compounds, 0.4% hits; activation, % at 3 µM; AID 624126, 2012; CHO-K1 hM4/Gqi5, ACh EC20; 0% = ACh EC20, 100% = maximal ACh;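 active = activation above its plate's cutoff, the mean activation of sample wells plus 3 SD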; also: some results filed as inactive read as strong as hits
Target sequence (P08173 whole entry, looked up): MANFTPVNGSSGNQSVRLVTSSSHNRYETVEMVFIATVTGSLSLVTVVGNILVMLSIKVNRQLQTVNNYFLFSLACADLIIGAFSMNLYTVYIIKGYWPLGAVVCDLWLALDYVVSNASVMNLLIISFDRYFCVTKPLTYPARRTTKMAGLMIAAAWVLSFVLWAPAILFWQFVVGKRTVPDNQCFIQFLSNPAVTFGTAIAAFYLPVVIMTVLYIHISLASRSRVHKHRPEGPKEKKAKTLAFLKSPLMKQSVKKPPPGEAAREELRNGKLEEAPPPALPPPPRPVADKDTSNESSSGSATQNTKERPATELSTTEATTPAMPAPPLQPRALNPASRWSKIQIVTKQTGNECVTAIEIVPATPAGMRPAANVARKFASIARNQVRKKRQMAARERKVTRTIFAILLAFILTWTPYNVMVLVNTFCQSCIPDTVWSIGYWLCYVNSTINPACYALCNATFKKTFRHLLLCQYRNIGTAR
CRFR2-BP antag – antagonists of CRF-BP/CRF-R2 complex, primary screen, cell-based, HEK293, calcium dye fluorescence, uHTS. CRF-induced calcium fluorescence. inhibition, % at 11.8 µM. 350,000 compounds, 0.59% hits. AID 588475, 2011;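 active = inhibition of the ligand-induced calcium signal above about 50% at the single tested concentration, limit read from the data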
PHOSPHO1 block – PubChem AID 1565. recombinant PHOSPHO1, absorbance phosphatase assay. Phosphoethanolamine/phosphocholine phosphatase (Homo sapiens), Q8TCT1. 290,000 compounds, 1.1% hits. inhibition, % at 13.3 µM; in the data active = inhibition above about 60%
Target sequence (Q8TCT1 whole entry, looked up): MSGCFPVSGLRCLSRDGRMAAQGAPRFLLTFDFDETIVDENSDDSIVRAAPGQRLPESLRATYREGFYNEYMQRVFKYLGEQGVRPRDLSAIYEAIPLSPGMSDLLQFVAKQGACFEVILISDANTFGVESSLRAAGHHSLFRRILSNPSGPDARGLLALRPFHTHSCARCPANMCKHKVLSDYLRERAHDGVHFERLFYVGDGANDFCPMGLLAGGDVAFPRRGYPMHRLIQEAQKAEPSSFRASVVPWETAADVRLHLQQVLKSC
GalR3 antagonist – GalR3 antagonists in HEK293 cells, primary screen, cell-based, fluorescence readout; Galanin receptor type 3 (Homo sapiens), O60755; HEK293 GalR3-CNG cAMP membrane potential fluorescence; galR3 body fused to GalR1 C-terminus; inhibition, % at 3 µM; 360,000 compounds, 0.44% hits; AID 651719, 2012;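 active = inhibition above the screen-wide average plus 3 SD, cut at about 13% in these data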;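 also: forskolin and galanin both at EC90 stimulate the cells; cAMP rise reported by CNG channel membrane potential dye signal; 0% = forskolin plus galanin with DMSO and 100% = forskolin alone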
Target sequence (O60755 1-299 limits assumed): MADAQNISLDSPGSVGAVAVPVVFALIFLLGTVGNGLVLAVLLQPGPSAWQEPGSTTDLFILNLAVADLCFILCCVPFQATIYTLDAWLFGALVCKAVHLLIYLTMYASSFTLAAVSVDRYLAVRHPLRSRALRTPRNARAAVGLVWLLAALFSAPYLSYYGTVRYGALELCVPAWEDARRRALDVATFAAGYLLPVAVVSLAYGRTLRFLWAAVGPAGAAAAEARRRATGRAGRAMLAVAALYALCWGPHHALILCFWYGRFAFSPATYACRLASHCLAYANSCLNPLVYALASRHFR
p-CIP stab down – p/CIP-EGFP fusion destabilizers, primary screen, fluorescence, F442A cells; decrease of EGFP signal, % at 10 µM; 290,000 compounds, 0.01% hits; AID 1984, 2009; 16 h;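 active = EGFP signal decrease of at least 30% at 10 µM or well 3 SD below plate mean, unless failing retest; inactive = the rest, including hits failing retest or dose response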; also: some compounds called inactive have numbers as strong as hits; many of its hits are not listed in these tables
Starred values were filed as active, the others as inactive; · = not tested or not shown; & = joins results of further samples.

SMILES	CRFR2-BP ag	IDE cell inh	IDE act	MEKK3 PB1 HTS	M4 PAM	CRFR2-BP antag	PHOSPHO1 block	GalR3 antagonist	p-CIP stab down
Cc1cc(C)cc(NS(=O)(=O)Cc2ccccc2)c1	-1.0	12	3	103	-11	2	39	-8	-11
CCN1C(=O)/C(=C\c2cn(-c3ccccc3)nc2-c2cccnc2)SC1=S	11	·	0	103	2	-18	19	0	4
O=c1nc(Nc2ccc([N+](=O)[O-])cc2)[nH]c(=O)[nH]1	1.1	4	1	106	-1	9	31	-9	2
CCC1(c2ccccc2)NC(=O)N(CC#N)C1=O (stereo unspecified)	-0.1	3	0	62	-1	-13	24	0	19
CCOC(=O)CCc1c(C(=O)OCC)[nH]c(CC)c1C(=O)OCc1ccccc1	-1.3	-10	0	103	-30	-9	13	-10	-9
Cc1ccc(S(=O)(=O)Nc2ccc(S(=O)(=O)N3CCOCC3)cc2)cc1	0.9	1	-3	96	4	-3	25	-3	-6
Cn1cnc(S(=O)(=O)Nc2cc(-c3ccc(Cl)cc3)nn2C)c1	-2.6	-4	·	107	-1	-11	0	-4	2
Cc1cc(C(=O)N/N=C/c2cc(Br)ccc2OC(=O)c2ccccc2)n[nH]1	-1.1	2	0	·	-5	-33	10	4	0
O=C(Nc1nnc(-c2ccc(Br)cc2)o1)c1cccc(N2C(=O)CCC2=O)c1	-1.6	-5	3	·	3	13	·	-4	·
COc1cccc(NC(=O)CSc2ccc3nnc(CCNC(=O)c4ccccc4)n3n2)c1	0.5	11	6	102	-5	-13	16	4	4
O=C(c1cccnc1)N1CCc2ccccc21	-2.3	0	3	92	-5	4	10	-5	-13
Cc1c(Br)cc(C(=O)NC2CCCCC2)c(C)c1C	-6.0	0	5	106	6	29	-15	-4	-8
Cc1ccc2cc(C)c3nnc(SCC(=O)NCc4ccco4)n3c2c1	-0.1	2	0	97	3	0	55	·	-7
Cc1cc(C)nc(N2N=C(c3ccccc3)CC2=O)n1	2.7	-2	-2	112	5	-13	44	-4	-4
Cc1ccc(C)n1/N=C1/NC(=O)CS1	1.1	-2	4	106	0	-3	43	-5	2
CC(C)N1C(=O)C2C(c3ccccc3O)NC(C)(C(=O)O)C2C1=O (stereo unspecified)	1.4	2	9	101	7	17	3	0	5
CCN1CCN(C(=O)C(NS(=O)(=O)c2ccc3nc(C)sc3c2)C(C)C)CC1 (stereo unspecified)	-0.3	-2	-1	117	12	2	4	-1	0
COc1ccc(CCC(C)NCC(C)c2ccccc2)cc1 (stereo unspecified)	6.1	6	-3	100	-7	5	19	-10	10
COc1ccc(-c2cc(=O)c3cc(OC)c(OC)cc3[nH]2)cc1	-0.8	7	4	99	5	5	11	7	-4
FC(F)(F)c1cnc(-c2cnc3c(-c4ccc(Cl)cc4)cnn3c2)c(Cl)c1	8.1	0	4	·	-5	-44	26	-6	8

Shown in CSV form: two of the compounds above
canonical_smiles,CRFR2-BP ag,IDE cell inh,IDE act,MEKK3 PB1 HTS,M4 PAM,CRFR2-BP antag,PHOSPHO1 block,GalR3 antagonist,p-CIP stab down
CCC1(c2ccccc2)NC(=O)N(CC#N)C1=O (stereo unspecified),-0.1,3,0,62,-1,-13,24,0,19
CCOC(=O)CCc1c(C(=O)OCC)[nH]c(CC)c1C(=O)OCc1ccccc1,-1.3,-10,0,103,-30,-9,13,-10,-9

Next section
SMILES	CRFR2-BP ag	IDE cell inh	IDE act	MEKK3 PB1 HTS	M4 PAM	CRFR2-BP antag	PHOSPHO1 block	GalR3 antagonist	p-CIP stab down
CSc1ccc(/C=N/Nc2cccc(C(=O)O)c2)cc1	2.0	·	2	98	-6	5	-24	·	8
Nc1nccc(/C=C/c2c(Cl)cccc2Cl)n1	0.2	9	4	106	3	-1	29	-3	-7
Cc1noc(/C=C/N(C)C)c1S(=O)(=O)N1CCC(C(=O)O)CC1	0.1	1	-3	100	3	7	-6	·	-54
COc1ccc(-c2cc(C(F)(F)F)nc(SCCC(=O)N3CCN(C)CC3)n2)cc1	0.4	·	8	·	16	-4	·	-2	·
O=C(CSc1nnc(NC(=O)c2ccc(F)cc2F)s1)NC1CCCC1	-0.4	1	6	95	2	-1	26	-9	-12
O=C1CCCc2c1[nH]c1ccc(Cl)cc21	3.0	1	0	97	10	-32	13	-1	-9
Cc1[nH]c(C)c(S(=O)(=O)N2CCN(c3ccccc3)CC2)c1C(=O)N1CCCC1	-0.4	5	3	102	1	12	12	4	0
Nc1nc(-c2ccccc2)nn1C(=O)c1ccco1	-1.3	-4	-2	106	-6	1	7	-6	0
Cc1ccc(-c2c(C)sc(NC(=O)C3C4CCC(O4)C3C(=O)O)c2C(=O)OC(C)C)cc1 (stereo unspecified)	-0.5	3	5	99	12	-17	-25	3	2
CCN(C(=O)Cc1c(C(=O)O)n(C)c2ccccc12)c1cccc(C)c1	0.6	-2	2	108	7	16	23	-7	-10
O=C1CSC(c2ccncc2)N1Cc1ccco1 (stereo unspecified)	0.0	-1	3	89	3	9	22	-8	-3
CCOC(=O)c1c(C)c(C(=O)NC(C)COC)c(C)n1C (stereo unspecified)	-1.3	1	0	102	7	26	3	-7	3
Cc1onc(-c2ccccc2)c1C(=O)Nc1sccc1C#N	7.9	-3	-3	97	-8	-8	31	-3	-8
Cc1c(N=C/C=C2/N(C)c3ccccc3C2(C)C)c(=O)n(-c2ccccc2)n1C	1.4&-0.1	5	1&0	76	3&2	-21&-2	-4	-7&-1	-9
CCOC(=O)c1c(C)[nH]c(C)c1S(=O)(=O)N(C)CC(=O)NCc1cccc(C)c1	-1.4	1	3	105	-3	4	18	1	2
CCOc1ccccc1N(CC(=O)N1CCOCC1)S(=O)(=O)c1ccc(SC)cc1	109*	·	3	113	11	-28	41	-6	-3
Cc1ccccc1NC(=O)c1csc2c1CCCC2	-0.7	-2	-5	111	4	34	-10	-6	-14
Cc1cc(C)c(C(=O)CSc2nc(C)cc(C)c2C(N)=O)c(C)c1	-0.4	-6	1	94	3	12	4	-3	-7
COC(=O)c1c(-c2ccccc2)csc1NC(=O)CSc1ncnc2sc(C)c(C)c12	0.2	-5	7	103	4	2	34	-3	-10
CCCn1c(=O)[nH]c(=O)c2c1nc(-c1cccs1)n2CCOC	0.7	0	1	97	16	-10	19	-5	3

Part of the list above, showing only MEKK3 PB1 HTS:
canonical_smiles | MEKK3 PB1 HTS
O=C1CCCc2c1[nH]c1ccc(Cl)cc21 | 97
Cc1[nH]c(C)c(S(=O)(=O)N2CCN(c3ccccc3)CC2)c1C(=O)N1CCCC1 | 102

(continued)
SMILES	CRFR2-BP ag	IDE cell inh	IDE act	MEKK3 PB1 HTS	M4 PAM	CRFR2-BP antag	PHOSPHO1 block	GalR3 antagonist	p-CIP stab down
CC1=C(C(=O)N2CCOCC2)CC(CC(=O)NC2CCCCC2)C(=O)N1Cc1ccc(F)cc1 (stereo unspecified)	-0.2	·	·	·	3	8	·	-5	·
CC(Nc1cccc2ccccc12)C(=O)N/N=C/c1ccccn1 (stereo unspecified)	4.2	-2	-12	110	2	-12	42	-3	7
CCOC(=O)c1sc(/N=C/N(C)C)nc1C	1.2	3	0	106	7	2	6	0	12
CCOc1cc2c(cc1OCC)C(c1ccc(OC)c(OC)c1)N(c1ccc(C(=O)O)cc1)C(=O)C2 (stereo unspecified)	-0.2	0	2	101	11	11	28	-3	1
COc1cccc(CNCc2ccco2)c1O	-1.9	·	4	96	2	2	3	-11	2
O=C(Nc1ccccc1N1CCOCC1)C1(c2ccc(Cl)cc2)CCC1	-1.4	-4	3	101	-6	-50	19	-7	22
Cc1cc(C)cc(NC(=O)N2CCN(C/C=C/c3ccccc3)CC2)c1	1.9	-1	4	76	-1	2	10	-3	-1
O=[N+]([O-])c1ccc(Nc2ccccn2)c([N+](=O)[O-])c1	-2.2	-2	5	110	11	22	-16	-6	-7
Cc1ccc(C)c(OCCC(=O)OCC(=O)NC2CCS(=O)(=O)C2)c1 (stereo unspecified)	0.1	2	-2	·	4	2	·	-4	·
CCc1nnc(NC(=O)CSc2nc3c(c(=O)n2-c2ccccc2OC)SCC3)s1	-5.6	4	-10	87	8	2	9	·	-11
COc1cc(OC)c(C(=O)OCC(=O)NC23CC4CC(CC(C4)C2)C3)cc1OC	-0.8	8	-3	·	15	9	·	-4	·
O=C(Cn1nc(C(=O)O)c2ccccc2c1=O)c1c[nH]c2ccccc12	-1.2	7	3	98	-11	-9	40	-1	2
O=C(CCC1CCCN(C(=O)c2ccsc2)C1)NCc1ccc(F)c(F)c1 (stereo unspecified)	-1.4	4	-1	90	3	-8	58	-8	2
CCOc1ccc(OCC)c(NC(=O)CCSCCc2ccccn2)c1	0.9	-1	5	69	6	5	-13	-6	-1
Cc1oc(C(C)(C)C)cc1C(=O)N1CCN(c2ncccc2C(F)(F)F)CC1	1.2	7	2	95	-9	-3	23	1	-6
CCn1c(CCNC(=O)c2ccco2)nc2ccccc21	-0.2	-1	0	99	-5	-5	-37	-1	-5
O=C(COC(=O)c1ncc(Cl)c(Cl)c1Cl)NCc1cccs1	0.7	-5	1	·	2	4	·	-5	·
Cc1ccccc1CN1CCN(C(=O)c2cccc(F)c2)CC1	0.4	-1	-2	104	-6	-5	-17	-1	-1
O=S(=O)(c1ccc(Br)cc1)N1CCN(Cc2ccco2)CC1	-2.1	-1	0	98	-4	3	·	-2	-6
COc1ccccc1N1CCN(C2CCCN(C(=O)CN3CCCCC3=O)C2)CC1 (stereo unspecified)	1.1	1	-2	98	0	-3	26	-2	-8
CN(C)S(=O)(=O)c1ccc(N2CCOCC2)nc1	-0.1	-1	1	82	-5	-5	25	-4	4
O=C(N/N=C/c1ccc(COc2ccc(Br)cc2)o1)c1ccco1	0.7	2	5	108	-1	-12	-5	-4	-6
O=C(CSc1nnc(-c2ccco2)o1)NC(=O)Cc1ccccc1	1.6	2	1	101	1	13	-70	-3	-10
CCOc1ccc(/C=C/C(=O)Nc2ccc(OC)cc2[N+](=O)[O-])cc1	4.1	-5	-2	102	17	-22	18	-3	-7
CN1CCN(Cc2nc3ccccc3c(=O)n2Cc2nc(-c3ccccc3F)cs2)CC1	0.1	6	3	105	2	-43	-12	-6	-18
Cc1ccc(NC(=O)CCn2c(=S)oc3ccccc32)cc1F	-0.7	2	-1	105	3	10	20	-7	-8
CCn1c(CSc2nc3ccccc3s2)nnc1SCC(=O)NCC(=O)OC	-0.9	6	-6	102	-3	-11	45	-6	-5
COc1ccc(NC(=O)COC(=O)CCOc2ccccc2C)cc1Cl	2.8	-4	-1	·	-3	-16	·	1	·
CCCc1c(C)[nH]c2ccc(NC(C)=O)cc2c1=O	-1.4	3	-5	101	9	11	12	-6	-28
Cc1ccc(OCC(=O)Nc2ccccc2-c2ccccc2)cc1	10	0	2	89	13	-47	18	-9	6
c1coc(CNc2nc(N3CCCCC3)nc3ccccc23)c1	0.8	5	5	101	-8	-15	28	-8	-10
COc1cc(/C=C2\C(=N)N3N=C(S(C)(=O)=O)SC3=NC2=O)ccc1OCCOc1ccc(C)cc1	8.2	4	-4	106	-21	72*	34	-10	-14
Cc1ccc(S(=O)(=O)N2CCOCC2)cc1NC(=O)COC(=O)c1ccc(Br)cc1	-3.1	9	-2	·	6	11	·	-6	·
